Bioassay records as filed in PubChem BioAssay.
NR2E3 ag-1 = NR2E3 (human) agonism | AID 2300 | GST-NR2E3/biotin-RetCOR TR-FRET, 1536-well | hit rate 0.12% among 320,000 | inhibition of corepressor binding, % at 4.78 µM | Q9Y5X4;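 active means percent inhibition above the cutoff of mean plus 3 SD of all tested compounds, set per screening campaign, cut at about 20% in these data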;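 further: 0% = DMSO wells and 100% = biotin wells as full block of FRET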
Target sequence (Q9Y5X4 whole entry, looked up): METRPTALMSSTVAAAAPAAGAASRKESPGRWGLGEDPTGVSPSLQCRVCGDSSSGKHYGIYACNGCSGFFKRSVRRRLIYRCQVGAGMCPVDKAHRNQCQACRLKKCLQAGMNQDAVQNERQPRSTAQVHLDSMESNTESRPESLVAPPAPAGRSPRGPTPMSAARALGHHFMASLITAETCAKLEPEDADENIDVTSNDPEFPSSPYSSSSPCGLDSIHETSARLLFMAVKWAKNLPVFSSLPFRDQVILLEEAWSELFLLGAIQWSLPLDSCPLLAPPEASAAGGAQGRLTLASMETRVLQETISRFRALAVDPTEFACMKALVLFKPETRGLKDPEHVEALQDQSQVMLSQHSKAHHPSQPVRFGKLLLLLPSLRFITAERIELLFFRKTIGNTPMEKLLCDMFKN
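System: GST-tagged NR2E3 plus biotinylated RetCOR corepressor; Amount: 1.35 nM GST-tagged NR2E3 final; Dosing: single nominal compound dose of 4.8 µM; Schedule: 5 h incubation at 4 °C; Technique: TR-FRET with europium anti-GST and streptavidin-D2, 340 nm excitation; Controls: biotin wells as high control, 0.6% DMSO wells as low control.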
Peg3 prom inh = Peg3 promoter activity inhibition. HeLa PEG-Prom luciferase reporter, luminescence, overnight. hit rate 1.7% among 360,000. inhibition, % at 20 µM;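 active means inhibition of at least 50% at 20 µM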
CF NFkB block = cystic fibrosis NF-kB activation inhibition | KKLEB NF-kB-GFP reporter, PAF-induced, GFP fluorescence overnight | inhibition, % at 5 µM | hit rate 0.86% among 360,000 | AID 588850;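 active means at least 50% inhibition at 5 µM, scaled per plate between neutral and stimulator controls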;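 further: PAF is a Pseudomonas aeruginosa culture filtrate used as stimulus; plate controls were PAF-stimulated DMSO wells for no effect and unstimulated DMSO wells for full effect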
Shn3 3UTR inh = Schnurri-3 reporter inhibition in Clone20 osteoblasts. Clone20 osteoblast Shn3 3'UTR firefly luciferase, 24 h. inhibition, % at 12.5 µM. hit rate 0.52% among 360,000. AID 588674;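 active means mean inhibition of at least 75% with every replicate also reaching 75%; inconclusive means mean inhibition at least 75% but some replicate below; inactive means mean inhibition below 75%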;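 further: 0% = median of neutral control wells and 100% = pilot-screen positive control compound; some compounds past the cut are filed as inactive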
NR2E3 ag-2 = agonists of human NR2E3 nuclear receptor. AID 602229. CHO-S Gal4-NCOR/VP16-NR2E3 two-hybrid, luciferase. inhibition of corepressor binding, % at 3.98 µM. hit rate 0.35% among 360,000. Q9Y5X4;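 active means inhibition above the mean of all tested compounds plus 3 SD, cut at about 70% in these data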;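 further: 0% = DMSO with NR2E3 transfected cells and 100% = cells lacking NR2E3 construct; higher means lower luciferase signal from less NR2E3 corepressor binding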
PDI turbidity = inhibitors of human protein disulfide isomerase; PDI insulin aggregation turbidity, A650, 90 min; inhibition, % at 10 µM; hit rate 0.052% among 350,000; AID 588391;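 active means mean inhibition across replicates of 30% or more, whatever share of single replicates reach that level; inconclusive means mean inhibition below 30% while every single replicate reaches 30%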;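 further: absorbance from insulin aggregation driven by PDI reduction with DTT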
Target sequence (P07237 whole entry, looked up): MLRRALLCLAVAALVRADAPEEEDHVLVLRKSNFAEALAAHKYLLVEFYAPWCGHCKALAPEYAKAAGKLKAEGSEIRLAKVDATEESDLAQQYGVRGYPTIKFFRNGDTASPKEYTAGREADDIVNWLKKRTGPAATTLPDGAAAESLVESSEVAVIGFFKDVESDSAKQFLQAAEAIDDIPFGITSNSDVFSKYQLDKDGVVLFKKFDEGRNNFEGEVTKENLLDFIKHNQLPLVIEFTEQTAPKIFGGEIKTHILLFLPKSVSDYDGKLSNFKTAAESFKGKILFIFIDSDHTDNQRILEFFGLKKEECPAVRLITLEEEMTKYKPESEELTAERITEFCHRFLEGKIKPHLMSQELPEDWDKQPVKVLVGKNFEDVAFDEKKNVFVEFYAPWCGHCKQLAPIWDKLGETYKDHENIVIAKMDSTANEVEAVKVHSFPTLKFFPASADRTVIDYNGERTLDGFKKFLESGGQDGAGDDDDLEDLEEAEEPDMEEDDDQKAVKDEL
TRPM1 prom inh = inhibitors of MITF-driven TRPM1 promoter in melanoma cells | SK-MEL-5 TRPM1 promoter luciferase, 24 h | inhibition, % at 12.5 µM | hit rate 0.83% among 330,000;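 active means mean inhibition across replicates of 60% or more, whatever share of single replicates reaches that level; inconclusive means some that reach 60%, reason not given; inactive means mean inhibition across replicates below 60%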; further: values of inactives mirror those of a sister screen read the other way
KKLEB cytotox = counter-screen for CF NF-kB inhibitors: cytotoxicity. KKLEB CF airway cells viability, ATPlite luminescence, overnight; stronger effect = lower value; cells stimulated with P. aeruginosa culture filtrate. activity change (cytotoxicity), % at 5 µM. hit rate 0.36% among 360,000;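 active means corrected activity change at or below -50% at 5 µM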
Vif imaging = HIV Vif inhibition; HEK293T cells, Vif self-association by quenched fluorescence, imaging, 24 h; hit rate 0.35% among 340,000; AID 602346; inhibition, % at 7.49 µM; in the data active means inhibition above about 50%, passing the limit was not always enough; inconclusive means no clear call, values can overlap the other calls; inactive means below about 31%; further: some results filed as inactive read as strong as hits
CaV13 FRET inh = Disruptors of the CACNA1D IQ motif to Ca2+-dependent inactivation inhibitor domain association, primary screening, Förster resonance energy transfer in intact living …; HEK cells, CFP/YFP FRET ICDI-IQ, plate reader, 10 min; percent FRET-ratio fall versus neutral wells; inhibition, % at 12.3 µM; hit rate 0.098% among 340,000;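 active means mean replicate inhibition of at least 30% and at least 1% of replicates passing that level; inconclusive means only one of the two criteria is met; inactive means neither criterion is met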;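 further: 0% = median of the neutral control wells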
HIF-2a inh = blocks HIF-2a reporter activity. 786-0 RCC cells HIF-2a reporter, luciferase luminescence, overnight. AID 624352. inhibition, % at 18.8 µM. hit rate 0.72% among 360,000;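 active means inhibition of the luminescence signal of 40% or more relative to plate controls, in a single-dose primary screen at 18.75 µM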
An asterisk follows results filed as active; ? = inconclusive; / = no result given.

SMILES | NR2E3 ag-1 | Peg3 prom inh | CF NFkB block | Shn3 3UTR inh | NR2E3 ag-2 | PDI turbidity | TRPM1 prom inh | KKLEB cytotox | Vif imaging | CaV13 FRET inh | HIF-2a inh
CCCn1c(SCCc2ccccc2)nc2c1c(=O)[nH]c(=O)n2C | -2 | 13 | 8 | 1 | 4 | 1 | -8 | -1 | 1 | -4 | 21
O=C(CNCCC1=CCCCC1)Nc1ccccc1N1CCCCC1 | 4 | 11 | 4 | -5 | 1 | 8 | -10 | -19 | -8 | -4 | 17
Cc1ccc(C(=O)N2CCN(c3ccc(NC(=O)CSc4ccc(Cl)cc4)cc3)CC2)cc1 | 0 | 8 | 11 | 26 | 8 | -24 | 7 | -5 | 3 | -3 | 10
COc1ccc(C(=O)NNC(=O)C2(C)CC2(Br)Br)cc1 (configuration not stated) | -1 | -94 | -8 | -14 | -52 | 10 | -29 | 5 | 0 | -2 | -95
CC1(C)C(=O)Nc2ccccc2N1C(=O)COC(=O)c1cccnc1 | 3 | 14 | 13 | 2 | 3 | -2 | -6 | -9 | -3 | -6 | 9
COc1ccc(/C=N/NC(=S)NCCc2ccccc2)cc1 | 1 | 6 | 9 | 9 | -2 | -2 | 18 | -2 | -3 | -21 | 0
COc1ccc(/C=N/NC(=O)CNC(=O)c2ccc(S(=O)(=O)N3CCCC3)cc2)c(OC)c1 | 3 | -1 | -20 | -4 | 4 | 9 | 5 | 9 | 11 | -18 | 22
COc1nnc(-c2ccc(N3CCOCC3)c(NC(=O)C3CCCCC3)c2)c2ccccc12 | -1 | 21 | -14 | 5 | -18 | 2 | 11 | 2 | -3 | -5 | 17
Cc1cc(C)n(C(=O)c2ccc(S(=O)(=O)N3CCCC3)cc2)n1 | 9 | 9 | 10 | -1 | 2 | -6 | -4 | 0 | 15 | -7 | 4
COc1cccc(CNc2ncc(C(=O)Nc3cc(OC)c(OC)c(OC)c3)c(C)n2)c1 | 0 | 23 | -4 | 17 | -58 | -1 | 32 | -7 | -9 | -2 | 11
COc1ccc(Nc2nnc(-c3ccc(C)cc3)c3ccccc23)cc1C(=O)N1CCCCC1 | 1 | 37 | 21 | 26 | 33 | -1 | 9 | 16 | 11 | -6 | 21
O=C(NCc1ccc(F)cc1)c1cc(C2CCCN(C(=O)C3CCCCC3)C2)on1 (configuration not stated) | / | 8 | -5 | 18 | 4 | 0 | / | -2 | -9 | -6 | 4
Fc1cccc(Cl)c1CNCCCSc1ncccn1 | 3 | -21 | -3 | -10 | -49 | 17 | -5 | -3 | -10 | -20 | -10
CC(C)CN(CCCNC(=O)CN1C(=O)COc2ccc(S(=O)(=O)N3CCC(C)CC3)cc21)CC(C)C | 1 | 1 | 10 | -5 | -37 | 6 | 13 | 1 | -7 | -15 | 5
O=C(C[n+]1cc(Br)cc(Br)c1)c1ccc(Cl)cc1 | 1 | 10 | 0 | 7 | 8 | 1 | 13 | 3 | / | -21 | 15
Cc1ccc(OCCN2C(=O)OC(C)(C)C2(C)O)cc1 (configuration not stated) | -2 | -48 | 5 | -12 | -1 | 0 | -2 | 2 | 0 | / | -24
CN(C)C(=O)COC(=O)c1ccccc1Nc1ccc(SC(F)F)cc1 | 5 | -187 | 2 | 12 | -167 | -5 | -13 | -16 | -1 | -4 | -249
CCCNC(=O)c1noc2c1CCc1ccccc1-2 | -2 | -330 | -14 | -50 | -115 | -9 | -78 | -12 | 4 | -7 | -244
Cc1onc(-c2ccccc2)c1C(=O)N/N=C(\N)COc1ccc(Cl)cc1 | -4 | 18 | 2 | -1 | -10 | 0 | 6 | -20 | -2 | -4 | 21
COc1ccc(NC(=O)CCN=C2NS(=O)(=O)c3ccccc32)cc1S(=O)(=O)N(C)C | 1 | 9 | 14 | -15 | 10 | 0 | / | 1 | 2 | -7 | 3
CCOc1ncccc1C(=O)OCC(=O)c1ccc(Cl)s1 | 2 | 14 | 5 | -2 | -8 | -6 | 0 | 1 | 12 | / | 16
N#Cc1c(/N=C/c2cc3ccccc3s2)sc2c1CCC2 | 6 | -265 | -19 | -77 | 24 | -2 | -68 | 15 | / | -4 | -270
CC(=O)NC1=NN(C(C)=O)C(c2ccccn2)S1 (configuration not stated) | 1 | -8 | 11 | -6 | 7 | -2 | 4 | -2 | 4 | 1 | 16
O=C(Cn1ccc(NC(=O)OCc2ccccc2)nc1=O)NCCCc1ccccc1 | 1 | -11 | -21 | 0 | -7 | -3 | -1 | 0 | 3 | -8 | 7
CCC(C(=O)NCc1ccccc1OC)c1ccccc1 (configuration not stated) | 0 | -3 | -13 | 10 | 16 | 15 | 10 | 6 | -3 | -4 | -1

Later entries
SMILES | NR2E3 ag-1 | Peg3 prom inh | CF NFkB block | Shn3 3UTR inh | NR2E3 ag-2 | PDI turbidity | TRPM1 prom inh | KKLEB cytotox | Vif imaging | CaV13 FRET inh | HIF-2a inh
O=C(O)C1(c2ccccc2)CCN(S(=O)(=O)c2ccc(F)c(F)c2)CC1 | 3 | 17 | 15 | -5 | -8 | -5 | -3 | -6 | -5 | -4 | -4
COc1ccc(-n2c(C)cc(/C=C3\C(=N)N4N=C(CC(=O)N5CCOCC5)SC4=NC3=O)c2C)cc1 | 1 | 13 | 26 | -18 | 5 | -3 | -3 | -10 | -10 | -14 | -2
COc1ncccc1-c1nnn(-c2ccc(Cl)c(Cl)c2)n1 | -2 | -326 | 2 | -156 | -71 | 5 | -102 | 1 | 6 | -5 | -291
COc1ccc(N2CCN(C(CNC(=O)c3ccc4c(c3)OCO4)c3cccnc3)CC2)cc1 (configuration not stated) | -1 | -30 | -12 | -6 | -27 | -3 | 7 | 5 | 0 | / | -6
Cc1cccc(N2C(=O)C3CC3C2=O)c1 (configuration not stated) | 0 | 11 | -3 | 1 | 4 | -6 | -18 | 5 | -1 | 0 | 8
COc1cccc(C2=NOC(C(=O)NC3CCCCC3)C2)c1 (configuration not stated) | -1 | -6 | -2 | -1 | -16 | -2 | -5 | -14 | -1 | -9 | -11
CCNS(=O)(=O)c1ccc(NC(=O)Nc2ccc3c(c2)OCO3)cc1 | 2 | -51 | 5 | -29 | -3 | -3 | -18 | 6 | / | -3 | -57
N/C(CS(=O)(=O)c1ccccn1)=N\OC(=O)c1ccc(Cl)cc1 | 2 | -30 | 7 | -33 | -71 | -38 | -11 | 0 | 7 | 2 | -67
Cn1c(=O)c2c(ncn2CC(=O)OCC(=O)Nc2cccc(Cl)c2)n(C)c1=O | 7 | 5 | -5 | 7 | -4 | -3 | -3 | -9 | -3 | 3 | 13
CN1CCCC1(C)C(=O)NCc1ccc(F)cc1Cl (configuration not stated) | / | 2 | 6 | -2 | 9 | 1 | / | -7 | / | -5 | -1
C/C(=N\NC(=O)Cc1ccccc1Cl)c1cccnc1 | 2 | 8 | -12 | 3 | -8 | 6 | -8 | 4 | -9 | / | 9
CC(C)OC(=O)N(C)C[C@@H]1OCc2cnnn2CCCC(=O)N([C@@H](C)CO)C[C@H]1C | / | -22 | -5 | -32 | -7 | -1 | / | 8 | 2 | -5 | 4
CN(Cc1nccn1C)C(=O)CCc1nnc(CCC2CCCCC2)o1 | 3 | -31 | 6 | -8 | -41 | -5 | 3 | 5 | 3 | 13 | -36
NC(=O)CCCC1=NS(=O)(=O)c2ccccc2N1 | 0 | 13 | 3 | -12 | 3 | 5 | -21 | -7 | ? | -7 | 20
COc1ccc(-c2nc3ccccc3c(=O)n2NC(=O)c2cccnc2Cl)cc1OC | 1 | 7 | -13 | -7 | 3 | 0 | 0 | 10 | 22 | -5 | 17
CC(C)(C)NC(=O)C[n+]1ccc(C(N)=O)cc1 | -2 | 10 | 0 | 6 | -18 | 8 | 4 | 3 | 0 | 6 | 10
COc1ccc(/C=C/C(=O)Nc2ccc(C)c(S(=O)(=O)N3CCOCC3)c2)cc1 | / | 1 | 3 | 49 | 8 | 4 | 7 | -8 | -30 | / | -29
CC(=O)C1=C(C)NC(SCc2cccc([N+](=O)[O-])c2)=C(C#N)C1c1ccco1 (configuration not stated) | 1 | -1 | 5 | 10 | -25 | 11 | 4 | -4 | 6 | / | -4
Cc1cc2ccccn2c1C(=O)Nc1cccc(Cl)c1 | -1 | -150 | -6 | -21 | -54 | 9 | -4 | 6 | 0 | 6 | -195
O=[N+]([O-])c1ccc(NC(=S)NCC(c2cccnc2)N2CCOCC2)cc1 (configuration not stated) | 6 | -6 | 14 | -24 | 5 | 3 | -15 | -6 | -7 | -6 | -12
O=c1ccn(-c2ccccc2)[nH]1 | 1 | -10 | 10 | -5 | 0 | 2 | -11 | 3 | -1 | 4 | -1
CCOC(=O)C(=NC1CCS(=O)(=O)C1)NNc1cc(Cl)ccc1Cl (configuration not stated) | -2 | -4 | 17 | 4 | -22 | -2 | -2 | -6 | 4 | 0 | 14
CCOc1ccc2oc(=O)cc(CN3CCN(C(=O)c4ccco4)CC3)c2c1 | -1 | 12 | 9 | -4 | -19 | -3 | 5 | -10 | 7 | -4 | 15
CC1CCCC(C)N1C(=O)COC(=O)CCc1nc2ccccc2c(=O)[nH]1 (configuration not stated) | 0 | 16 | 11 | 10 | -2 | 2 | 8 | 5 | -1 | -17 | 23
COC(=O)c1ccc(N(CC(=O)NC2CCCCC2)C(=O)CNC(=O)c2ccco2)cc1 | 1 | -8 | -2 | 15 | -9 | -7 | 9 | -12 | -9 | -7 | 9

The results go on:
SMILES | NR2E3 ag-1 | Peg3 prom inh | CF NFkB block | Shn3 3UTR inh | NR2E3 ag-2 | PDI turbidity | TRPM1 prom inh | KKLEB cytotox | Vif imaging | CaV13 FRET inh | HIF-2a inh
O=C(NCCCn1ccnc1)C(=O)NCC(c1cccnc1)N1CCN(c2ccc(F)cc2)CC1 (configuration not stated) | 1 | 4 | -20 | 12 | -6 | / | -5 | 24 | / | / | 12
CC(C)Oc1cc(S(=O)(=O)N2CCCCC2)ccc1N | -2 | 7 | 2 | 12 | 1 | -4 | 10 | 11 | -3 | -4 | 14
COC(=O)C1=CN(C2CC2)C=C(C(=O)OC)C1c1ccc(C(=O)OC)cc1 | 2 | 0 | 7 | 2 | -2 | -5 | -3 | -6 | -12 | -5 | 8
CCOC(=O)CNC(=O)COc1ccc(Cl)cc1Br | -2 | 4 | -3 | -4 | 1 | -2 | -10 | 9 | 5 | -4 | 20
CC1CCCCN1S(=O)(=O)c1ccc(C(=O)N(CCCN(C)C)c2nc3cc4c(cc3s2)OCO4)cc1 (configuration not stated) | 1 | -1 | 25 | 16 | -1 | 8 | -11 | -14 | -7 | -6 | -2
COc1ccc(NC(=O)c2cccc(S(=O)(=O)Nc3ccc(Br)cc3)c2)cn1 | 6 | 13 | -14 | 50 | 13 | 8 | 7 | 0 | / | -3 | 22
